High-throughput results (PubChem BioAssay)
TDP1 inh: qHTS Assay for Inhibitors of Tyrosyl-DNA Phosphodiesterase (TDP1). recombinant TDP1, AlphaScreen DNA substrate cleavage. Potency, µM (highest dose often 130 µM), for inactives: top-dose activity change, negative = inhibition, actives largely listed as inhibitors. hit rate 0.28% among 350,000; also: nearly all actives have a fitted effect of over 40% in size
Target sequence (Q9NUW8 whole entry, looked up): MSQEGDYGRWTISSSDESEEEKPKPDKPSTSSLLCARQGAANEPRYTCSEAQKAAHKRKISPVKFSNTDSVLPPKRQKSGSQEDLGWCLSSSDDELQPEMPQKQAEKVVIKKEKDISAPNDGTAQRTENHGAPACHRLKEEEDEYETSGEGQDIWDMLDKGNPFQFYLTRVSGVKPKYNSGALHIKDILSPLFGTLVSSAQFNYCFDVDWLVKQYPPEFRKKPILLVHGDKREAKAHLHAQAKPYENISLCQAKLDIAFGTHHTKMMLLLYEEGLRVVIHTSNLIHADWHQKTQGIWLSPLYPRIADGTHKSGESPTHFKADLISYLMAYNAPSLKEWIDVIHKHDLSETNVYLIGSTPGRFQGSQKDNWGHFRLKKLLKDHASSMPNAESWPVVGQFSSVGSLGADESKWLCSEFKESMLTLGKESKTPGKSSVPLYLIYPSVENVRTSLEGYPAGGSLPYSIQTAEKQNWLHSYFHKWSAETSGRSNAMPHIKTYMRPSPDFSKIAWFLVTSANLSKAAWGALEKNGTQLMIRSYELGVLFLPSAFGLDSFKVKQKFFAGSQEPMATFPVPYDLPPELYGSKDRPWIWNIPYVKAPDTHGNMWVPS
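Recombinant E. coli-expressed Tdp1 (1 nM) preincubated with compound 15 min at RT, then 5'-biotin/3'-phosphotyrosine-FITC DNA substrate (15 nM) added for 5 min. AlphaScreen beads (10 ug/ml) added, 10 min RT; tyrosine-FITC cleavage read as signal loss.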
DT40 TDP1 no CPT: qHTS for Inhibitors of human tyrosyl-DNA phosphodiesterase 1 (TDP1): qHTS in cells in absence of CPT | AID 686978, 2013 | Potency, µM (series often up to 46.2 µM), for the others: at the highest dose activity change, negative = growth inhibition, hits mostly inhibitors | hit rate 15% among 420,000 | DT40 Tdp1-/- hTDP1 cells, no CPT, ATP luminescence, 48 h; also: nearly all actives have a fitted effect of over 55% in size
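Chicken DT40 Tdp1-/- cells complemented with human TDP1, screened without camptothecin (DMSO vehicle only), 400 cells/well. Compounds pin-transferred, cells incubated at 37 °C for at least 48 hr. Growth read as ATP-dependent luminescence (CellTiter-Glo, 30 min at RT).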
N370S GC: qHTS Assay for Inhibitors and Activators of N370S glucocerebrosidase as a Potential Chaperone Treatment of Gaucher Disease; hit rate 0.092% among 330,000; AID 2101, 2009; Lysosomal acid glucosylceramidase (Homo sapiens), P04062; Potency, µM (highest dose often 59.4 µM), without a hit: at the top dose activity change, negative = inhibition, most hits filed as inhibitors; N370S GC spleen homogenate, 4MU-glucoside fluorescence;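 also: 0% = full enzyme activity and -100% = no enzyme basal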
* hit, by the source's call; ? = inconclusive; . = not tested or not shown; [ ] = another dose, or the depositor's remark. Calls follow the shape of the dose curve; as a rule, active = well fitted curve in the direction sought with a large enough effect; inconclusive = small, poorly fitted or top-dose-only effect, or another doubt; inactive = no such curve, though single readings can be large; an effect the other way counts as inactive or inconclusive. Unless noted, % is scaled to controls: 0 for no effect and ±100 for the full control effect; potency is read from the fitted curve at half-maximal effect. The list is partial; rates above refer to the full screens.

CC1(C)CC(=O)c2sc(NS(=O)(=O)Cc3ccccc3)nc2C1
  TDP1 inh = -3%	DT40 TDP1 no CPT = -17%	N370S GC = 8%
Cn1c(=O)c(C(=O)CN2CCCCC2)c(N)n(Cc2ccccc2)c1=O
  TDP1 inh = .	DT40 TDP1 no CPT = 13%	N370S GC = 6%
COc1ccc(NC(=O)CN(C)C(=O)C2=NN(c3ccccc3)C(=O)CC2)cc1
  TDP1 inh = 0%	DT40 TDP1 no CPT = -3%	N370S GC = .
COc1cc(C(c2c(C)[nH][nH]c2=O)c2c(C)[nH][nH]c2=O)ccc1OS(=O)(=O)c1ccc(C)cc1
  TDP1 inh = 11%	DT40 TDP1 no CPT = -13%	N370S GC = -19%
Cc1ccc(CN(Cc2ccco2)C(=O)COc2cc(C)c(Cl)c(C)c2)cc1
  TDP1 inh = 0%	DT40 TDP1 no CPT = 13µM*	N370S GC = .
O=C(NCc1cccnc1)c1cccc(NC(=O)c2ccco2)c1
  TDP1 inh = 3%	DT40 TDP1 no CPT = 1%	N370S GC = -4%
Cc1ccc(CNC(=O)CCc2nc3cccnc3n2Cc2ccccc2)cc1
  TDP1 inh = 1%	DT40 TDP1 no CPT = ?	N370S GC = .
C/C(=N/NS(=O)(=O)c1ccc(Cl)cc1)c1ccncc1
  TDP1 inh = 5%[56.1 µM]	DT40 TDP1 no CPT = 11%	N370S GC = -2%
COc1ccc(CCC(=O)OCC(=O)N(C)c2c(N)n(Cc3ccccc3)c(=O)[nH]c2=O)cc1
  TDP1 inh = -4%	DT40 TDP1 no CPT = -9%	N370S GC = -20%
CC1(C)CCc2cc(CN3CCN(c4ccccn4)CC3)ccc2O1
  TDP1 inh = .	DT40 TDP1 no CPT = ?	N370S GC = -2%
CCOc1ccc(-n2c(=O)c3sccc3n(CC(=O)NCc3ccco3)c2=O)cc1
  TDP1 inh = -8%	DT40 TDP1 no CPT = -21%	N370S GC = -14%
O=c1ccc2cc(S(=O)(=O)N3CCN(c4ccccc4)CC3)ccc2[nH]1
  TDP1 inh = .	DT40 TDP1 no CPT = -4%	N370S GC = -4%
CC(=O)c1cccc(NC(=O)C2C3C=CC(C3=C(c3ccccc3)c3ccccc3)C2C(=O)O)c1 (configuration not stated)
  TDP1 inh = -5%	DT40 TDP1 no CPT = -27%	N370S GC = -11%
Cc1ccccc1CSc1ccc(S(=O)(=O)N2CCCC2)cn1
  TDP1 inh = -16%	DT40 TDP1 no CPT = ?	N370S GC = .
CC(C)CC(=O)Nc1nnc(CCc2ccccc2)s1
  TDP1 inh = .	DT40 TDP1 no CPT = -29%	N370S GC = 7%

CC(C)(C)NC(=O)NC(=O)CN1CCN(Cc2ccccc2)CC1
  TDP1 inh = 8%	DT40 TDP1 no CPT = ?	N370S GC = 6%
CCN(CC)CCN1C(=O)C(=O)/C(=C(/O)c2ccc(OC(C)C)cc2)C1c1ccncc1 (configuration not stated)
  TDP1 inh = 8%	DT40 TDP1 no CPT = 7%	N370S GC = -10%
COc1ccc(OCC(=O)N2CCN(S(=O)(=O)c3ccc(Cl)cc3)CC2)cc1
  TDP1 inh = 5%	DT40 TDP1 no CPT = -22%	N370S GC = -1%
CC1=CC(=O)CC(C)(C)[C@@]1(O)/C=C/[C@@H](C)O[C@@H]1O[C@H](CO)[C@@H](O)[C@H](O)[C@H]1O
  TDP1 inh = 0%	DT40 TDP1 no CPT = -2%	N370S GC = .
Cc1cc(NC(=O)CS(=O)(=O)Cc2ccccc2)no1
  TDP1 inh = 1%	DT40 TDP1 no CPT = -19%	N370S GC = ?
COc1ccc(CCNC(=O)CCCCCNc2nc(=S)[nH]c3ccccc23)cc1OC
  TDP1 inh = 0%	DT40 TDP1 no CPT = 18µM*	N370S GC = 2%
Cc1nc2ccccc2c(C)c1CC(=O)N(C)CC(=O)Nc1cccc(F)c1
  TDP1 inh = 0%	DT40 TDP1 no CPT = -26%	N370S GC = 2%
Cc1cccc(C)c1-n1c(SCC(=O)NCc2ccco2)nc2ccccc2c1=O
  TDP1 inh = 6%	DT40 TDP1 no CPT = ?	N370S GC = 7%
Cc1ccnc(SC2CC(=O)N(c3ccc(Cl)cc3)C2=O)n1 (configuration not stated)
  TDP1 inh = .	DT40 TDP1 no CPT = ?	N370S GC = -2%
O=C(O)c1ccc(N/N=C/c2cccc(C(F)(F)F)c2)cc1
  TDP1 inh = .	DT40 TDP1 no CPT = -8%	N370S GC = 0%
Cc1ccc(C)c(S(=O)(=O)N2CCCOC2CNC(=O)C(=O)NCCC2=CCCCC2)c1 (configuration not stated)
  TDP1 inh = 3%	DT40 TDP1 no CPT = 23µM*	N370S GC = -2%
Cc1nc2cccnc2n1C1CCN(C(=O)Nc2ccc(Cl)cc2)CC1
  TDP1 inh = 6%	DT40 TDP1 no CPT = ?	N370S GC = .
FC(F)(F)c1cccc(NC(=S)N2CCN(c3ccccn3)CC2)c1
  TDP1 inh = 1%	DT40 TDP1 no CPT = -6%	N370S GC = 12%
Cc1cc(C)cc(NC(=O)c2nnn(Cc3cc(C)ccc3C)c2N)c1
  TDP1 inh = 3%	DT40 TDP1 no CPT = ?	N370S GC = 11%
COc1ccc(C(=O)Nc2ccc(N3CCOCC3)cc2)cc1S(=O)(=O)N1CCOCC1
  TDP1 inh = 5%	DT40 TDP1 no CPT = -9%	N370S GC = -8%

Looked up by compound from the entries so far:
O=C(O)c1ccc(N/N=C/c2cccc(C(F)(F)F)c2)cc1
  TDP1 inh = .	DT40 TDP1 no CPT = -8%	N370S GC = 0%
Cc1cccc(C)c1-n1c(SCC(=O)NCc2ccco2)nc2ccccc2c1=O
  TDP1 inh = 6%	DT40 TDP1 no CPT = ?	N370S GC = 7%
CCN(CC)CCN1C(=O)C(=O)/C(=C(/O)c2ccc(OC(C)C)cc2)C1c1ccncc1 (configuration not stated)
  TDP1 inh = 8%	DT40 TDP1 no CPT = 7%	N370S GC = -10%
CCOc1ccc(-n2c(=O)c3sccc3n(CC(=O)NCc3ccco3)c2=O)cc1
  TDP1 inh = -8%	DT40 TDP1 no CPT = -21%	N370S GC = -14%
CC(=O)c1cccc(NC(=O)C2C3C=CC(C3=C(c3ccccc3)c3ccccc3)C2C(=O)O)c1 (configuration not stated)
  TDP1 inh = -5%	DT40 TDP1 no CPT = -27%	N370S GC = -11%

New compounds follow:
CC(C(c1cccs1)c1c(N)n(C)c(=O)n(C)c1=O)[N+](=O)[O-] (configuration not stated)
  TDP1 inh = -2%	DT40 TDP1 no CPT = ?	N370S GC = -10%
O=C1CC(c2ccccc2)CC(O)=C1C=NCCN1CCN(Cc2ccccc2)CC1 (configuration not stated)
  TDP1 inh = 6%	DT40 TDP1 no CPT = -13%	N370S GC = -7%
Cc1ccc(N2C(=O)N(CC(=O)C(C)(C)C)c3ccccc3S2(=O)=O)cc1
  TDP1 inh = 5%	DT40 TDP1 no CPT = .	N370S GC = -12%
CSc1nc2ccc(NC(=O)COc3ccccc3F)cc2s1
  TDP1 inh = -1%	DT40 TDP1 no CPT = ?	N370S GC = .
CCOC(=O)C1CCN(C(=O)Nc2ccc3nc(-c4ccco4)c(-c4ccco4)nc3c2)CC1
  TDP1 inh = 35µM*	DT40 TDP1 no CPT = 18µM*	N370S GC = -9%
CCCCN(CCCC)CCCNC(=O)c1cc(-c2ccc(Cl)s2)nc2ccccc12
  TDP1 inh = -2%	DT40 TDP1 no CPT = 15µM*	N370S GC = .
Cc1cccc(C(=O)N/N=C/c2ccc(OCC(=O)N3CCCCC3)cc2)c1
  TDP1 inh = 1%	DT40 TDP1 no CPT = 2%	N370S GC = 6%
CCCn1c(=O)c(C(=O)NCc2ccco2)c(O)c2ccccc21
  TDP1 inh = 0%	DT40 TDP1 no CPT = -19%	N370S GC = 2%
O=C(/C=C/c1cccs1)c1ccc(Br)cc1
  TDP1 inh = 2%	DT40 TDP1 no CPT = ?	N370S GC = 21%
COc1cccc(CNC(=O)CNC(=O)N2CC(=O)Nc3ccccc32)c1
  TDP1 inh = 4%	DT40 TDP1 no CPT = -10%	N370S GC = 12%
Cc1cc(C(=O)OCC(=O)NCc2ccc(Cl)cc2Cl)c(C)o1
  TDP1 inh = 0%[56.1 µM]	DT40 TDP1 no CPT = 27%	N370S GC = .
Cc1cccc(OCC(=O)Nc2ccc(-c3nc4ccccc4o3)cc2)c1C
  TDP1 inh = -1%[12.3 µM]	DT40 TDP1 no CPT = ?	N370S GC = .
COc1ccc(NS(=O)(=O)c2cc(NC(=O)c3ccco3)ccc2N2CCCCC2)cc1
  TDP1 inh = 4%	DT40 TDP1 no CPT = 18µM*	N370S GC = 10%
CCOc1ccc(CNS(=O)(=O)c2c(C)nc3sccn3c2=O)cc1OC
  TDP1 inh = .	DT40 TDP1 no CPT = -10%	N370S GC = -3%
CN(CC(=O)Nc1ccc(N2CCOCC2)cc1)C(=O)c1cc2c(s1)CCCC2
  TDP1 inh = 2%	DT40 TDP1 no CPT = -11%	N370S GC = .

Three entries out of the list, arranged by formula weight, falling:
CCOC(=O)C1CCN(C(=O)Nc2ccc3nc(-c4ccco4)c(-c4ccco4)nc3c2)CC1
  TDP1 inh = 35µM*	DT40 TDP1 no CPT = 18µM*	N370S GC = -9%
COc1cccc(CNC(=O)CNC(=O)N2CC(=O)Nc3ccccc32)c1
  TDP1 inh = 4%	DT40 TDP1 no CPT = -10%	N370S GC = 12%
Cc1cc(NC(=O)CS(=O)(=O)Cc2ccccc2)no1
  TDP1 inh = 1%	DT40 TDP1 no CPT = -19%	N370S GC = ?

Among those listed so far, these have a Cl atom:
Cc1ccc(CN(Cc2ccco2)C(=O)COc2cc(C)c(Cl)c(C)c2)cc1
  TDP1 inh = 0%	DT40 TDP1 no CPT = 13µM*	N370S GC = .
C/C(=N/NS(=O)(=O)c1ccc(Cl)cc1)c1ccncc1
  TDP1 inh = 5%[56.1 µM]	DT40 TDP1 no CPT = 11%	N370S GC = -2%
COc1ccc(OCC(=O)N2CCN(S(=O)(=O)c3ccc(Cl)cc3)CC2)cc1
  TDP1 inh = 5%	DT40 TDP1 no CPT = -22%	N370S GC = -1%
Cc1ccnc(SC2CC(=O)N(c3ccc(Cl)cc3)C2=O)n1 (configuration not stated)
  TDP1 inh = .	DT40 TDP1 no CPT = ?	N370S GC = -2%
Cc1nc2cccnc2n1C1CCN(C(=O)Nc2ccc(Cl)cc2)CC1
  TDP1 inh = 6%	DT40 TDP1 no CPT = ?	N370S GC = .
CCCCN(CCCC)CCCNC(=O)c1cc(-c2ccc(Cl)s2)nc2ccccc12
  TDP1 inh = -2%	DT40 TDP1 no CPT = 15µM*	N370S GC = .
Cc1cc(C(=O)OCC(=O)NCc2ccc(Cl)cc2Cl)c(C)o1
  TDP1 inh = 0%[56.1 µM]	DT40 TDP1 no CPT = 27%	N370S GC = .

(list continues)
CCNc1nc(NCC)n2c(SCC(=O)Nc3ccccc3)nnc2n1
  TDP1 inh = 5%	DT40 TDP1 no CPT = -3%	N370S GC = -28%
Cc1ccc(C2=Nc3ccccc3N(CC(=O)NCc3ccccc3Cl)C(=O)C2)cc1C
  TDP1 inh = 5%	DT40 TDP1 no CPT = 21µM*	N370S GC = .
COc1ccc(C(=O)Nc2ccccc2N2CCOCC2)cc1S(=O)(=O)N1CCOCC1
  TDP1 inh = 2%	DT40 TDP1 no CPT = ?	N370S GC = .
Cc1ccc(NS(=O)(=O)c2ccc3[nH]c4c(c3c2)CCCCCC4)cc1C
  TDP1 inh = 11%	DT40 TDP1 no CPT = 16µM*	N370S GC = .
O=C(O)CCN1C(=O)/C(=C\c2ccc(OCc3ccccc3)c(OCc3ccccc3)c2)SC1=S
  TDP1 inh = -3%	DT40 TDP1 no CPT = ?	N370S GC = -4%
COC(=O)c1c(N2C(=O)CC(Sc3ncccc3C(=O)O)C2=O)sc(C)c1C (configuration not stated)
  TDP1 inh = .	DT40 TDP1 no CPT = ?	N370S GC = -8%
Cc1ccc(CN(C)C(=O)C2CCC(=O)N(C3CCCCCC3)C2)cc1 (configuration not stated)
  TDP1 inh = 4%	DT40 TDP1 no CPT = -27%	N370S GC = -11%
CCc1ccc(-n2c(=O)c3cccnc3n2CC(=O)N(CC)c2cccc(C)c2)cc1
  TDP1 inh = 0%	DT40 TDP1 no CPT = 13µM*	N370S GC = .
